From PubChem BioAssay
GLA spleen mod: alpha-galactosidase A (human) modulation; Potency, µM (doses to about 80 µM), inactives show at the top dose activity change, negative = inhibition, actives largely listed as inhibitors; human spleen homogenate, 4MU-alpha-Gal fluorescence, 40 min; 240,000 tested, 0.008% active; AID 2107;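 note: 0% = enzyme with vehicle and -100% = no enzyme basal signal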
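Inhibition or activation of alpha-galactosidase in human spleen homogenate is scored by 4-MU fluorescence after 40 min at 37C, pH 5.0, with 1 mM substrate. AC50s come from concentration-response fitted to the Hill equation.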
Tau fibril FP: tau fibrillization inhibition (FP); P10636; K18 P301L tau heparin fibrillization, Alexa594 FP, 6 h; Potency, µM (titrated, usually from 57.7 µM), inactives show at the top dose activity, negative = inhibition, hits mostly inhibitors; 280,000 tested, 0.39% active; AID 1468; note: nearly all actives have a fitted effect of over 55% in size
Target sequence (P10636 561-689 P618L limits assumed): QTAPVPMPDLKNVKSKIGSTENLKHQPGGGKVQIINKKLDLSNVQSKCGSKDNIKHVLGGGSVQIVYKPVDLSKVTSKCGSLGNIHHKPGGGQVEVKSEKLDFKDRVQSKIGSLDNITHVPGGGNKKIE
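FP of Alexa 594-tau after heparin (20 uM) induction. Substrate: human K18 P301L, 15 uM unlabeled, 0.24 uM labeled. Buffer 100 mM sodium acetate pH 7. 6 hr, 37 C.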
TRb-SRC2 inh: disrupts binding of human TR beta to SRC2; TRbeta-SRC2 peptide binding, fluorescence polarization; receptor liganded with 1 µM T3; AID 1469; 280,000 tested, 0.065% active; Potency, µM (titrated, usually from 106 µM), inactives show at the top dose activity change, negative = inhibition, usual class: inhibitors;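 note: plate controls were bound peptide for no effect and peptide without receptor for full effect; nearly all actives have a fitted effect of over 50% in size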
Target sequence (P10828 whole entry, looked up): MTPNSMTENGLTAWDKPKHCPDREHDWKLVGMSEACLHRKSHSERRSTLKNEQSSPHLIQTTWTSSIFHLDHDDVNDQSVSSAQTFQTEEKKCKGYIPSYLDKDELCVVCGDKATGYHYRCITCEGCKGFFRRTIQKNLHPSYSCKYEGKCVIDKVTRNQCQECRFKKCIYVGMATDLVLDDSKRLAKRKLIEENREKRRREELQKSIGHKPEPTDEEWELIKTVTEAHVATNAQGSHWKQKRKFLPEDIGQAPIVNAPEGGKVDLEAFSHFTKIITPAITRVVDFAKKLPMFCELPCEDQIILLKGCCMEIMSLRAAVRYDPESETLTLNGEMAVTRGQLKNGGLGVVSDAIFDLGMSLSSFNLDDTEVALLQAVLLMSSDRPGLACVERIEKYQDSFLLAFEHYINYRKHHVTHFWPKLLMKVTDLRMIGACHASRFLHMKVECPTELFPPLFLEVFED
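Assay buffer: 20 mM Tris-HCl, 100 mM NaCl, 10% glycerol, 1 mM EDTA, 0.01% NP-40, 1 mM DTT, 1 uM T3, 5% DMSO; TRb LBD 0.6 uM, Texas Red SRC2 20 nM; FP after 5 hr.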
TR SRC2 fluor cs: Texas Red fluorescence interference in TRb-SRC2 counter-screen | TRb/SRC2 Texas Red total fluorescence interference | Potency, µM (series often up to 106 µM), for inactives: top-dose fluorescence change, negative = quenching | 280,000 tested, 0.29% active; active = well fitted curve in either direction with a large enough effect; inconclusive = small, poorly fitted or top-dose-only effect
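Flags fluorescent or light-absorbing compounds by total fluorescence, S + 2P, at 555 nm excitation and 632 nm emission. Mixture: 20 nM Texas Red SRC2 peptide, 0.6 uM human TRb LBD, 1 uM T3, 5% DMSO; compound exposure 5 h at ambient temperature.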
Tau ThT inhib: inhibitors of human tau fibril formation, thioflavin T binding; P10636; recombinant tau K18 P301L, heparin-induced fibrillization, ThT fluorescence; Potency, µM (top dose mostly 57.4 µM), inactives show top-dose activity, negative = inhibition, usual class: inhibitors; 270,000 tested, 2.1% active; note: nearly all actives have a fitted effect of over 55% in size
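In this qHTS, human K18 P301L tau is incubated with compound and heparin for 6 hr at 37 C, and Thioflavin T fluorescence then reports fibril load.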
ALDH1A1 inh: inhibitors of human aldehyde dehydrogenase 1A1 | Purified ALDH1A1, NADH fluorescence, propionaldehyde substrate | P00352 | Potency, µM (top dose mostly 75.3 µM), without a hit: at the top dose activity, negative = inhibition, actives largely listed as inhibitors | 220,000 tested, 7.3% active; active = well fitted inhibition curve with a large enough effect, not every such curve was filed as active; inconclusive = small, poorly fitted or top-dose-only effect, or another doubt; inactive = no such curve, though single readings can be large or run the other way;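 note: plate controls were no enzyme wells and a reference inhibitor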
Target sequence (P00352 whole entry, looked up): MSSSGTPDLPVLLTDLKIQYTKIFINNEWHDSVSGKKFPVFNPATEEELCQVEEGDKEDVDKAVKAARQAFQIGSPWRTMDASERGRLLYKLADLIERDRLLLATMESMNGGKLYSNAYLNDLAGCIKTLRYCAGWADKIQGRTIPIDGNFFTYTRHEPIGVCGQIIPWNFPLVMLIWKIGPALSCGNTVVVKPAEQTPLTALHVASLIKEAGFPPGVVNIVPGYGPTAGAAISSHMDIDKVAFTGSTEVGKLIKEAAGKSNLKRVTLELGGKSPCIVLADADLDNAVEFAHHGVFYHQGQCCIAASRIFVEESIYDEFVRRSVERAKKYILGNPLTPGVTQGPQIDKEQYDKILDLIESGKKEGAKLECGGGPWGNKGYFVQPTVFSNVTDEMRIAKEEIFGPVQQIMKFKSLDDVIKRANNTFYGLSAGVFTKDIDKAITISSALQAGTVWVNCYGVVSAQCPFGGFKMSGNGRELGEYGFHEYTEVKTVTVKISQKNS
L3MBTL1 inh: blocks human L3MBTL1; AlphaScreen L3MBTL1–H3K9me1 peptide binding; 230,000 tested, 0.66% active; Potency, µM (doses to about 57.1 µM), for inactives: top-dose activity, negative = inhibition, actives largely listed as inhibitors; note: nearly all actives have a fitted effect of over 60% in size
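Read-out is AlphaScreen signal from streptavidin donor and nickel chelate acceptor beads (10 ug/mL final each) bridging L3MBTL1 (50 nM) and biotinylated K9-monomethylated H3(1-15) peptide (75 nM), after 30 min compound exposure at room temperature.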
Tau fluor counter: counter-screen for tau fibril formation inhibitors | Potency, µM (highest dose often 57.7 µM), inactives show at the highest dose activity change, negative = decrease | 280,000 tested, 0.93% active | tau K18 P301L Alexa594 fluorescence, heparin fibrillization; note: nearly all actives have a fitted effect of over 55% in size
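Human tau K18 P301L (15 uM unlabeled, 0.24 uM Alexa 594-labeled) in 100 mM sodium acetate pH 7 with 20 uM heparin, 6 hr at 37 C. ThT 30 uM added, 1 hr ambient; Alexa 594 FP and total fluorescence read at 555/632 nm.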
The depositor's hits bear a star; ? = inconclusive; nt = no result given; & = joins results of further samples; [ ] = dose if it differs, or a comment. Unless noted, calls come from the whole dose curve; as a rule, active = well fitted curve in the direction sought with a large enough effect; inconclusive = small, poorly fitted or top-dose-only effect, or another doubt; inactive = no such curve, though single readings can be large; an effect the other way counts as inactive or inconclusive. Unless noted, % is set by controls: 0 for no effect and ±100 for the full control effect; potency is the fitted concentration of half-maximal effect.

SMILES	GLA spleen mod	Tau fibril FP	TRb-SRC2 inh	TR SRC2 fluor cs	Tau ThT inhib	ALDH1A1 inh	L3MBTL1 inh	Tau fluor counter
CCCN1Cc2cccc(C(=O)Nc3ccc4c(c3)OCCO4)c2C1=O	-5.8%	4.2%	10.2%	-5.1%	?	-12.0%	-1.2%	?
O=C(NCc1nnc(SCC(=O)N2CCC(Cc3ccccc3)CC2)o1)c1ccco1	-0.3%	7.6%	-4.1%	-8.0%	3.9%	14.1µM*	24.9%	6.4%
COc1ccc(NC(=O)CN2C(=O)C(=O)c3ccccc32)c(OC)c1	nt	-2.9%	3.4%	5.7%	?	nt	nt	-13.2%
COc1ccc(-c2noc(CCC(N)=O)n2)cc1OC	5.0%	-9.8%	-18.7%	-0.5%	-10.1%	12.1%	1.1%	-10.8%
COc1ccc(C(CC(=O)Nc2cc(Cl)c(OC)cc2OC)N2Cc3ccccc3C2=O)cc1 (centres undefined)	nt	?	3.4%	-2.2%	-10.1%	nt	nt	?
O=C(NCCc1ccccc1)c1oc2ccccc2c1COc1ccccc1	-8.9%	-9.0%	8.1%	1.4%	-0.2%	-2.6%	55.6%[activator]	-11.8%
CC(C)C[C@H]1COC(c2ccc(Br)cc2)=N1	2.8%[119 µM]	0.2%[81.3 µM]	7.3%	-1.0%	-8.5%[81.4 µM]	4.1%	nt	-5.8%[81.3 µM]
CCNC(=O)Cc1ccc(NC(=O)N2CCCCc3ccccc32)cc1	nt	-1.1%	-5.1%	-1.2%	-0.6%	nt	nt	2.6%
COc1ccc(CCNC(=O)COC(=O)c2ccco2)cc1OC	4.8%	-5.1%	-2.7%	1.0%	-2.0%	16.4%	6.6%	-5.3%
CCc1ccccc1NC(=O)Cn1c(=O)n(CC(=O)NCCc2ccccc2)c(=O)c2ccccc21	nt	-11.9%	-0.9%	-0.4%	11.7%	nt	nt	7.0%
O=S(=O)(c1ccccc1F)N1CCN(Cc2nc3ccccc3[nH]2)CC1	4.0%	-2.6%	-3.9%	-0.8%	-3.7%	11.2µM*	nt	-17.4%
COc1ccc(-c2csc3nc(-c4ccc(Cl)cc4)oc(=O)c23)cc1	nt	-7.6%	2.9%	-2.1%	-4.9%	nt	nt	-4.2%
CCCSc1nsc(NC(=O)C(c2ccccc2)c2ccccc2)n1	5.9%	?	10.2%	0.3%	7.3%	-15.7%	nt	?
CCOC(=O)Nc1cc(OCC)c(NC(=O)C2CC2)cc1OCC	0.4%	-1.5%	-4.6%	-3.5%	-10.0%	-0.2%	nt	-1.4%
CCC(O)c1cc2c(cc1NC(=O)c1cccc(Br)c1)OCCO2 (centres undefined)	nt	-10.2%	6.3%	-8.8%	-6.8%	nt	nt	-23.0%
Cn1c(=O)[nH]c(=O)c2c1nc(N1CCCCCC1)n2CC(N)=O	6.7%	-1.8%	-3.7%	-1.4%	-5.0%	14.1µM*	-2.5%	-1.7%
CC(C)CC(=O)Nc1cc(C(F)(F)F)ccc1N1CCOCC1	11.9%	-4.2%	-24.0%	1.9%	2.1%	?	nt	1.7%
C=CCN1C(=O)CN=C1Nc1cccc(C)c1	20.0%	3.7%	-11.6%	-1.8%	-6.7%	-2.4%	2.9%	-2.4%
CC1CCN(C(=O)CSc2nncn2-c2ccccn2)CC1	5.1%	0.9%	-5.8%	-2.4%	-1.4%	?	3.4%	-7.7%
c1ccc(OCCCn2nnc(-c3cccnc3)n2)cc1	4.6%	-8.0%	-6.5%	-2.6%	-2.5%	?	4.4%	-4.9%
CCCCCc1cc(=O)oc2c(C(CCN3CCN(c4ccccc4)CC3)c3ccc(N(C)C)cc3)c(OC)cc(OC)c12 (centres undefined)	-8.5%	11.8%	0.3%	-0.6%	12.4%	nt	nt	-3.7%
COc1ccc(-c2onc(C)c2C)cc1S(=O)(=O)NCC1CCN(Cc2ccccc2F)CC1	nt	2.8%	0.7%	-2.1%	2.6%	nt	nt	-5.8%
O=[N+]([O-])c1ccc(Nc2ccccc2F)nc1	2.5%	-6.0%	-0.4%	-1.2%	?	-1.6%	-4.5%	?
CC1CCCC(N2CCN(C(=O)c3cccc(F)c3)CC2)C1 (centres undefined)	-5.2%	-4.7%	1.9%	-1.2%	-6.5%	-3.6%	nt	-10.9%
COC1=C2C[C@H](C)C[C@H](OC)[C@H](O)[C@@H](C)/C=C(/C)[C@H](OC(N)=O)[C@@H](OC)/C=C\C=C(\C)C(=O)NC(=CC1=O)C2=O	-5.5%	-4.5%	10.0%	3.5%	-19.8%	20.7%	nt	-19.8%

Individual results from above:
Reading of CC(C)CC(=O)Nc1cc(C(F)(F)F)ccc1N1CCOCC1 under Tau ThT inhib: 2.1%
Reading of CC(C)C[C@H]1COC(c2ccc(Br)cc2)=N1 under TRb-SRC2 inh: 7.3%
Reading of CCc1ccccc1NC(=O)Cn1c(=O)n(CC(=O)NCCc2ccccc2)c(=O)c2ccccc21 under Tau fluor counter: 7.0%

For convenience, two of the compounds above.
SMILES	GLA spleen mod	Tau fibril FP	TRb-SRC2 inh	TR SRC2 fluor cs	Tau ThT inhib	ALDH1A1 inh	L3MBTL1 inh	Tau fluor counter
CCCN1Cc2cccc(C(=O)Nc3ccc4c(c3)OCCO4)c2C1=O	-5.8%	4.2%	10.2%	-5.1%	?	-12.0%	-1.2%	?
O=C(NCc1nnc(SCC(=O)N2CCC(Cc3ccccc3)CC2)o1)c1ccco1	-0.3%	7.6%	-4.1%	-8.0%	3.9%	14.1µM*	24.9%	6.4%

Following part.
SMILES	GLA spleen mod	Tau fibril FP	TRb-SRC2 inh	TR SRC2 fluor cs	Tau ThT inhib	ALDH1A1 inh	L3MBTL1 inh	Tau fluor counter
Cc1cc(C)c(NC(=O)CN)c(C)c1	1.2%	4.9%	1.4%	-2.4%	0.8%	4.3%	7.0%	1.4%
COc1ccc(NC(=O)c2cc3n(n2)C(C(F)(F)F)CC(c2ccco2)N3)cc1 (centres undefined)	2.8%	0.2%	0.1%	-0.3%	?	4.0%	0.4%	-11.2%
Cc1cccc(NC(=O)CSc2nnc(-c3ccco3)o2)c1C	1.6%	-5.0%	2.5%	-3.1%	2.9%	-1.9%	5.3%	2.4%
O=c1c2nncn2ccn1-c1ccc(F)c(F)c1	nt	-2.5%	-7.3%	5.0%	-15.3%	nt	nt	-16.9%
CCOC(=O)NC(c1cccc(Cl)c1)C1CCCCCC1=O (centres undefined)	-0.4%	0.7%	-19.8%	-0.6%	0.9%	3.8%	nt	-4.9%
Cc1cc(C(=O)COc2ccccc2Cl)c(C)n1-c1ccc2c(c1)OCO2	1.1%	0.7%	0.8%	2.0%	-8.0%	-6.4%	-12.7%	-4.2%
CCOC(=O)c1cc2c(=O)n3ccccc3nc2n(Cc2ccco2)c1=NC(=O)c1c(F)cccc1Cl	nt	1.8%	-2.4%	-1.9%	-13.8%	nt	nt	-12.5%
C=C(C)CSc1nc(N)cc(=O)[nH]1	1.6%	-2.4%	-4.0%	-2.0%	-2.9%	14.7%	8.6%	1.0%
Cc1sc2nc(CN(Cc3cccs3)C(=O)NC3CCCCC3)[nH]c(=O)c2c1C	-0.6%	-7.6%	-16.9%	2.4%	-12.2%	?	6.0%	-14.9%
COc1ccc(-c2noc(-c3ccccc3C(=O)Nc3cccnc3)n2)cc1OC	-7.0%	-2.8%	4.7%	1.8%	-15.0%	?	0.3%	-18.2%
CCOc1ccc(NC(=O)CSc2n[nH]c(=O)n2-c2ccccc2)cc1	-5.4%	1.2%	0.3%	-11.6%	-11.1%	?	-0.4%	-1.6%
Cc1cccc(Cn2nc(C)cc2NC(=O)Cn2cc([N+](=O)[O-])cn2)c1	-1.2%	-3.9%	7.5%	-5.2%	-11.9%	8.0%	nt	-13.0%
Cc1ccccc1NC(=S)NC1CC2CCC(C1)N2Cc1ccco1 (centres undefined)	-2.3%	7.8%	-8.8%	-2.2%	3.1%	17.1%	0.1%	4.2%
O=C(CCc1nnc(CCC2CCCCC2)o1)NCCn1cccn1	-17.0%	-1.5%	6.7%	-5.7%	-16.2%	-0.7%	-2.5%	-10.6%
CN1CC(=O)N(CC(=O)N2CCC(Cc3ccccc3)CC2)C1=O	-2.2%	3.4%	0.4%	1.6%	5.2%	?	-7.5%	6.4%
CCCCCn1c(C(C)NC(=O)c2ccccc2)nc2ccccc21 (centres undefined)	nt	-7.2%	0.5%	-0.9%	-9.6%	nt	nt	-16.0%
O=c1[nH]c2ccccc2n1CCCOc1ccccc1	4.0%	1.4%	1.6%	2.9%	2.3%	-9.5%	8.6%	-9.5%
COc1ccc(CCN(CC(=O)NC2CCCC2)C(=O)CCC(=O)Nc2cc(C)on2)cc1OC	-0.4%	0.2%	-12.2%	1.1%	-6.0%	2.7%	-4.6%	1.8%
CC(C)OCCCn1c(=O)c2ccccc2n2c(-c3ccc(F)c(F)c3)nnc12	nt	7.2%	-5.4%	-2.0%	-13.3%	nt	nt	-23.8%
FC(F)(F)c1ccc(C2[C@H]3CN(Cc4ccc(-c5ccccc5)cc4)[C@H](c4ccccc4)C34CC2(c2cccnc2)C4)cc1 (some centres undefined)	8.4%&7.3%	-6.7%&-2.4%	-1.0%&4.1%	-2.4%&-0.4%	-2.3%&13.2%	4.0%	nt	-1.5%&21.0%
CC(CNC(=O)c1ccc(C(C)(C)C)cc1)CN(C)C (centres undefined)	-13.0%	-2.0%	-3.5%	-1.3%	1.3%	-7.7%	25.4%	0.0%
CCOc1ccc(-n2c(SC)nc3c(c2=O)SCC3)cc1	-2.8%	-9.1%	4.9%	-1.3%	-16.2%	?	-9.7%	-6.8%
CC(C)Cc1nc2sc3c(c2c(=O)n1N)CC(C(C)C)OC3 (centres undefined)	-1.5%	-3.2%	3.5%	-1.6%	-7.0%	nt	8.3%	1.9%
CCOC(=O)c1ccccc1NC(=O)c1cc2c(s1)-c1c(C)cccc1OC2	nt	3.2%	-19.3%[53 µM]	-82.7%[53 µM]	-12.6%	nt	nt	-15.5%
Cn1c(NC(=O)C[n+]2cc(-c3ccc(F)cc3)n3c2CCC3)cc(=O)n(C)c1=O	-5.0%	2.4%	-3.8%	0.1%	4.3%	17.8%	3.2%	11.6%
CSCCC(NS(=O)(=O)c1ccc(Cl)cc1)C(=O)OCC(=O)NC1CCCCC1 (centres undefined)	-2.7%	0.8%	-4.8%	0.3%	-5.5%	-9.0%	nt	-11.5%
